DNA Pol III inh: qHTS Assay for Inhibitors of DNA Polymerase III Holoenzyme System. reconstituted DNA polymerase III holoenzyme replication, biochemical. Potency, µM (highest dose often 57.1 µM), for the others: at the highest dose activity change, negative = inhibition. hit rate 0.25% among 71,000. AID 603, 2007; further: potency means the concentration at half of the fitted maximal effect; on the % scale 0 is the no-effect control and ±100 the full control effect
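Reconstituted *E. coli* holoenzyme (0.35 nM Pol III, 1 nM beta, 154 nM SSB, 2 nM primase) was preincubated with compound for 15 min at RT. Synthesis on 1.4 nM ssM13Gori ran 35 min, then was stopped with PicoGreen/EDTA and read as dsDNA fluorescence.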
BRCT inh red: qHTS Assay for Inhibitors of BRCT-Phosphoprotein Interaction (Red Fluorophore); BRCT-phosphopeptide binding, red fluorescence polarization; Potency, µM (highest dose often 76.9 µM), for inactives: at the top dose activity change, negative = inhibition, usual class: inhibitors; hit rate 0.03% among 75,000; AID 892, 2007; further: on the % scale 0 is the no-effect control and ±100 the full control effect
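Rhodamine-labelled pBACH1 10-mer (100 nM) bound to BRCT domain (100 nM) at pH 7.3; compounds incubated 12 min room temperature, polarization read. Free peptide defines full inhibition; unlabelled decapeptide titrated as control.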
Hsp90 Hop PPI: qHTS Assay for Disrupters of an Hsp90 Co-Chaperone Interaction; Hsp90 C-terminal peptide / TPR2A (Hop) interaction, human; Potency, µM (titrated, usually from 57 µM), without a hit: top-dose activity change, negative = inhibition; hit rate 0.44% among 71,000; AID 595, 2007; AlphaScreen TPR2A-His6 binding biotin-Hsp90 C-terminal peptide; active means well fitted curve in either direction with a large enough effect; inconclusive means small, poorly fitted or top-dose-only effect, or another doubt; further: potency means the concentration at half of the fitted maximal effect; on the % scale 0 is the no-effect control and ±100 the full control effect; many of its hits are not listed in these tables
A350 autofl: qHTS Assay for Spectroscopic Profiling in A350 Spectral Region; Compound autofluorescence, 340/450 nm, Alexa 350 dye-equivalents; active compounds read high; max dye-equivalent concentration, M; hit rate 11% among 59,000; AID 590, 2007; in the data active means max dye-equivalent concentration above about 10 nM; inconclusive means mostly about 1.1 nM to 9.6 nM
BRCT PPI green: qHTS Assay for Inhibitors of BRCT-Phosphoprotein Interaction (Green Fluorophore) | BRCA1 BRCT-phosphopeptide binding, green fluorescence polarization | Potency, µM (titrated, usually from 76.9 µM), without a hit: at the highest dose activity change, negative = inhibition, usual class: inhibitors | hit rate 0.05% among 75,000;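 further: potency means the concentration at half of the fitted maximal effect; plate controls were peptide without protein for full effect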
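Compounds were incubated for 12 min at room temperature with a complex of 100 nM fluorescein-tagged pBACH1 decapeptide and 250 nM His-tagged BRCT protein. Buffer was phosphate pH 7.3 with EDTA, DTT and Tween 20. Disruption of binding lowers the polarization signal.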
Ub-GFP proteasome: Ubiquitin-GFP Assay. Ubiquitin-GFP reporter cells, proteasome inhibition, GFP fluorescence; response scale: untreated = 0%, 10 µM MG-132 = 100%. Potency, µM (titrated, usually from 45.9 µM), for the others: top-dose activation (GFP accumulation), hits mostly activators. 67,000 tested, under 10 active; active means well fitted activation curve with a large enough effect, not every such curve was filed as active; inconclusive means small, poorly fitted or top-dose-only effect, or another doubt; inactive means no such curve, though single readings can be large or run the other way; further: potency means the concentration at half of the fitted maximal effect
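Reporter cells (U2OS, ubiquitin-G76V-GFP fusion) are plated overnight, then treated 4 hr at 37 °C with compound titrations from 46 uM down to 2.9 nM. Activity is scaled against untreated cells and 10 uM MG-132.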
GFP derepression: qHTS Assay for Epigenetic Modulators. mouse C127i GFP locus derepression, cytometry, 30 h. Potency, µM (titrated, usually from 46.1 µM), for the others: at the highest dose GFP derepression (activation). hit rate 0.09% among 68,000; further: % of control where 0% means no effect
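Read-out is the number of GFP-positive cells, scored as fluorescent objects 20 to 120 um wide, reflecting derepression of a silenced CMV-GFP reporter in murine C127i cells after 30 h compound exposure at 37 C.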
15-hLO inh: qHTS Assay for Inhibitors of 15-hLO (15-human lipoxygenase) | Polyunsaturated fatty acid lipoxygenase ALOX15 (Homo sapiens), P16050 | purified 15hLO-1, xylenol orange hydroperoxide absorbance | Potency, µM (series often up to 57.1 µM), inactives show at the highest dose activity change, negative = inhibition, actives largely listed as inhibitors | hit rate 1.4% among 74,000 | AID 887, 2007; further: potency means the concentration at half of the fitted maximal effect; on the % scale 0 is the no-effect control and ±100 the full control effect; nearly all actives have a fitted effect of over 55% in size
Target sequence (P16050 whole entry, looked up): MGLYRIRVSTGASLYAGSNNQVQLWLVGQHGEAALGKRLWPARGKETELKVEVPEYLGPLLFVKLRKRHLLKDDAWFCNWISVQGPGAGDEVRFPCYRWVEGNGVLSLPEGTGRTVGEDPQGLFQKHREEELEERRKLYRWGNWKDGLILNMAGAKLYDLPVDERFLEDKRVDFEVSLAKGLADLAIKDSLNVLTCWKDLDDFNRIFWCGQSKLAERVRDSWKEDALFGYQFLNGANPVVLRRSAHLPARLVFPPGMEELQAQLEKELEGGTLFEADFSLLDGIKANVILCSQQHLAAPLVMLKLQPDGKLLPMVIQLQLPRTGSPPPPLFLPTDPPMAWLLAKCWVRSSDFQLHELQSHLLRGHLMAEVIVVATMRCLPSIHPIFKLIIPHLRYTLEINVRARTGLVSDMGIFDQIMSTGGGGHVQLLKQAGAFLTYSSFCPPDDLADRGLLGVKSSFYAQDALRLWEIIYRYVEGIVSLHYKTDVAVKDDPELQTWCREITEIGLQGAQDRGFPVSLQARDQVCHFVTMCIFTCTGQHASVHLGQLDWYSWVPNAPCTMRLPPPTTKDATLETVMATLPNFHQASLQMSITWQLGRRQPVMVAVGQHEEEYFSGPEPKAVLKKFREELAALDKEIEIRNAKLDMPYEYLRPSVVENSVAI
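Quantitative HTS in 25 mM Hepes pH 7.5 containing 0.01% Triton X-100: human 15hLO-1 at 40 nM, arachidonic acid at 50 uM, 6 min turnover. Product quantified via ferrous oxidation/xylenol orange, 573:405 nm absorbance ratio.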
HBB splice mod: qHTS Assay for Modulators of Hemoglobin Beta Chain Splicing; HBB splicing reporter cell assay, activation; EGFP reporter with mutant IVS2-654 intron; response scale: normalised to 500 nM splice-correcting PNA; Potency, µM (series often up to 46.1 µM), inactives show at the highest dose activation, usual class: activators; hit rate 0.06% among 65,000; further: potency means the concentration at half of the fitted maximal effect; 0% is about no effect
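HeLa cells stably expressing EGFP interrupted by mutant beta-globin intron 2 (IVS2-654), 500/well in 2% FCS. Treated with compound for 2 days at 37C. Splicing correction scored as total well GFP intensity (488 nm excitation, 500-520 nm emission); 500 nM antisense PNA served as control.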
CRE Fsk mod: Cell signaling CRE-BLA (Fsk stim); CHO CRE-bla reporter (cAMP response element driving beta-lactamase), forskolin EC10, beta-lactamase ratio; Potency, µM (highest dose often 38.2 µM), for the others: at the top dose activity change, negative = inhibition, most hits filed as activators; hit rate 2.5% among 71,000; AID 662, 2007; active means well fitted activation curve with a large enough effect in the signal ratio, with a control signal flat, not every such curve was filed as active; inconclusive means small, poorly fitted or top-dose-only effect, or effect the other way, or a change in a side signal; the % refers to the signal ratio; further: potency means the concentration at half of the fitted maximal effect; % of control where 0% means no effect
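Titrated compounds plus EC10 NKH 477 on CHO CRE-bla cells, 3 h, 37 °C. CCF4, 2 h RT. Ratio 460/530 nm → AC50.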
4MU fluor: qHTS Assay for Spectroscopic Profiling in 4-MU Spectral Region; compound autofluorescence, 340/450 nm, 4-MU equivalents; active compounds read high; max dye-equivalent concentration, M; hit rate 11% among 59,000; AID 589, 2007; in the data active means max dye-equivalent concentration above about 10 nM; inconclusive means mostly about 1.1 nM to 9.6 nM
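Intrinsic fluorescence at 340/450 nm (ex/em) was read after 15 min at room temperature in pH 8.0, 100 mM Tris. Each compound concentration expressed as 4-MU-equivalent concentration from a six-point 4-MU standard series on each plate.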
* hit, by the source's call; i = inactive; ? = inconclusive; · = no result given; [ ] = remark or other dose. Unless noted, the call rests on the fitted dose curve; in most records, active means well fitted curve in the direction sought with a large enough effect; inconclusive means small, poorly fitted or top-dose-only effect, or another doubt; inactive means no such curve, though single readings can be large; an effect the other way counts as inactive or inconclusive. Compounds as they come; overall some 12% were active at least once.

| Molecule | DNA Pol III inh | BRCT inh red | Hsp90 Hop PPI | A350 autofl | BRCT PPI green | Ub-GFP proteasome | GFP derepression | 15-hLO inh | HBB splice mod | CRE Fsk mod | 4MU fluor |
| --- | --- | --- | --- | --- | --- | --- | --- | --- | --- | --- | --- |
| CCn1c(=O)cc(OCC(=O)NCC2CCCO2)c2ccccc21 (configuration not stated) | -4% | 0.8% | 0% | i | 0.7% | -10% | 0% | 10% | 0.7% | ? | i |
| Cc1noc(NS(=O)(=O)c2ccc(NC(=O)CSc3nc4ccccc4s3)cc2)c1C | 5% | 1.7% | -2% | i | -0.8% | -2% | 4% | ? | -0.2% | 4% | i |
| Cc1ccc(NC(=O)c2ccco2)c(NC(=O)CN2C(=O)c3ccccc3C2=O)c1 | -3% | -1.2% | -3% | i | -1.0% | -3% | 3% | 2% | -0.2% | -7% | i |
| COc1c(Br)cc2c(C)c(C(=O)O)oc2c1Br | 0% | -0.1% | -2% | · | 1.4% | -6% | 2% | 9% | 3.1% | -2% | · |
| COc1ccc(Cl)cc1NC(=O)C1CCCN(S(=O)(=O)c2cccc3nonc23)C1 (configuration not stated) | 8% | -0.6% | -8% | i | 3.3% | ? | 2% | -5% | 4.3%[1.84 µM] | 6% | i |
| O=C(O)CSc1nc2c(c(=O)[nH]1)CCCC2 | -10% | 0.3% | 0% | i | -4.8% | 10% | 2% | 0% | 3.4% | -7% | i |
| COC(=O)Cc1c(C)c2c(O)cc(C)cc2oc1=O | -9% | -0.1% | -3% | 3.7e-07M* | -1.5% | -4% | 0% | 8% | -1.1% | ? | 2.9e-07M* |
| CCOC(=O)c1c(C)nn(Cc2cccc(Cl)c2)c1N | 5% | 0.1% | 3% | i | -0.5% | 12% | -2% | -12% | -0.3% | 6% | i |
| O=C(O)c1ccc(OC2CSC2)cc1 | 0% | 0.4% | -1% | · | -2.6% | 9% | -2% | -2% | 0.6% | -2% | · |
| Cc1ccc(C(=O)C2CCN(CC(=O)NC3CCCCC3)CC2)cc1 | 0% | -0.2% | 1% | i | 0.7% | 4% | -2% | 11% | -0.3%[57.5 µM] | -8% | i |
| O=C1C[C@H]2C(=O)[C@@H]1[C@@H](C(=O)O)[C@H]2C(=O)O | -8%[11.4 µM] | -1.7%[15.4 µM] | 0%[11 µM] | i | -1.3%[15.4 µM] | -7%[9.17 µM] | 9%[9.22 µM] | 1%[11.4 µM] | -1.1%[9.22 µM] | -8%[7.6 µM] | i |
| CC1(C)CC(=O)C2=C(C1)NC(=O)CC2c1ccccc1F (configuration not stated) | 3% | -0.2% | -10% | i | -2.4% | -2% | -2% | 18% | -1.4% | ? | i |
| O=C(CC12CC3CC(CC(C3)C1)C2)NCO | -3% | 1.3% | 1% | · | -1.9% | -19% | -3% | 2% | -2.2% | 8% | · |
| CCc1ncc(CO)n1Cc1cccc2ccccc12 | -10%[11.4 µM] | 0.1%[15.4 µM] | 8%[11 µM] | ? | -0.1%[15.4 µM] | 1%[9.17 µM] | -3%[9.22 µM] | -6%[11.4 µM] | 1.7%[9.22 µM] | -13%[7.6 µM] | ? |
| CCNC(=O)NC(=O)COC(=O)CCCSc1nc2ccccc2[nH]1 | -3% | -1.3% | -7% | i | -1.2% | 0% | -3% | 7% | -1.3% | 4% | i |
| CCCCCc1c(C)nc(N2CCOCC2)[nH]c1=O | 2% | 0.3% | -5% | i | -1.3% | -3% | 0% | 2% | -1.6%[57.5 µM] | ? | i |
| CN(C)c1ccc(S(=O)(=O)c2ccc(Cl)cc2)cc1 | -6% | -0.8% | 0% | · | -2.9% | 15% | 5% | ? | 1.3% | -1% | · |
| CCOc1nc(-c2ccc(OC)cc2)ccc1-c1noc(C)n1 | -3% | 0.0% | 3% | 6.7e-08M* | 2.5% | 2% | -3% | -13% | -1.8% | 22% | 5.5e-08M* |
| CCC1=[N+]([O-])C(C)(/C(C)=N\O)N(O)C1(C)C (configuration not stated) | -3% | 0.1% | -11% | ? | -1.9% | 11% | -2% | 0% | 3.1% | -14% | ? |
| CCOC(=O)N1CCN(c2cc(=O)n(-c3ccc(OCC)cc3)c(=O)[nH]2)CC1 | -1% | -2.0% | -3% | ? | 1.8% | -10% | -2% | -3% | -0.7% | 1% | i |
| COc1ccc(OC)c(NC(=O)COC(=O)c2ccc(-n3cnnn3)cc2)c1 | -3% | -0.5% | -3% | i | -1.1% | -2% | -1% | -11% | 0.0% | 8% | i |
| Cc1ccc(NC(=O)CN(C)S(=O)(=O)c2cccc3cccnc23)cc1 | -1% | -0.4% | -3%[2.3 µM] | · | -0.2% | 2% | · | 2% | -0.6% | -14% | · |
| CC(C)c1nnc(NC(=O)CCC(=O)NCC2CCCO2)s1 (configuration not stated) | -17% | -1.4% | -7% | i | -4.3% | 0% | 0% | -6% | -2.1% | ? | i |
| CC(Sc1ccc2nnc(-c3ccc(F)cc3)n2n1)C(=O)O (configuration not stated) | -7% | -1.2% | -6% | · | -1.6% | -2% | · | -1% | -0.2% | -1% | · |
| O=C(O)NCc1ccccc1 (tested in a mixture with another compound) | -1%[11.4 µM] | -0.4%[15.4 µM] | -2%[11 µM] | i | -0.6%[15.4 µM] | 0%[9.17 µM] | -2%[9.22 µM] | 5%[11.4 µM] | 2.8%[9.22 µM] | 0%[7.6 µM] | i |
| Cc1ccc(C(C)NC(=O)c2c(C)noc2C)cc1C (configuration not stated) | -5% | -0.1% | -5% | i | -0.1% | -5% | 3% | 1% | 2.1% | 0% | i |
| Cn1c(=O)n(Cc2ccc(F)cc2)c(=O)c2c1nc1n2CCCN1Cc1ccccc1 | 2% | 0.0% | -21% | i | 1.3% | · | -2% | -28% | 3.2%[0.369 µM] | 7% | i |
| Cc1cccc(NC(=O)Cn2cnc3c(cnn3-c3ccc(F)cc3)c2=O)c1C | -4% | 0.1% | 1% | · | -2.0% | 7% | · | 1% | -0.7% | 12% | · |
| COc1ccc(-c2nnc3n2N=C(C)CS3)cc1OC | -9% | -3.8% | 24% | i | -3.3% | -3% | 6% | -28% | -1.2% | 19% | i |
| O=C(CSc1nnc(-c2ccc(Br)cc2)n1C1CCCCC1)N1CCCC1 | -2% | -1.8% | 0% | i | -1.1% | 3% | 2% | 2% | 0.7%[57.5 µM] | -2% | i |
| CCC(C)C(NC(=O)c1ccccc1NC(=O)c1ccc(OC)cc1)C(=O)NCc1ccco1 (configuration not stated) | -2% | 1.5% | -2% | i | -5.2% | 3% | 0% | -4% | -1.5% | -1% | i |
| CC1(C)CC(=O)C2=C(C1)Oc1ncn(CCCn3ccnc3)c(=N)c1C2c1ccccc1 (configuration not stated) | -6% | -2.2% | -7% | ? | 0.7% | -1% | 0% | 27% | -0.6%[0.369 µM] | 20% | ? |
| CCc1c(C)nc2cc(-c3cccs3)[nH]n2c1=O | -8% | -0.5% | -1% | · | 2.3% | 13% | 2% | 3% | -1.5% | 9% | · |
| CN(C)S(=O)(=O)N1CCN(S(=O)(=O)c2ccc(F)cc2)CC1 | -2% | -2.2% | -5% | i | -2.4% | 6% | 2% | 1% | -0.3% | -6% | i |
| CCCCCCc1nc2ccccc2c(=O)n1N | -6% | -0.2% | 7% | i | -1.6% | 1% | 0% | -2% | · | 13% | i |
| CCOC(=O)CNC(=O)c1c(C)nn(-c2ccccc2)c1Cl | -3% | -1.0% | 62% | i | -3.4% | -7% | 0% | -4% | 0.9%[57.5 µM] | 5% | i |
| CCNc1ncc2nc(-c3ccc(F)cc3)c(=O)n(-c3ccc(OC)cc3)c2n1 | 0% | 0.2% | -3% | 3.4e-08M* | 6.1% | 0% | 5%[9.22 µM] | 0% | ? | ? | 2.9e-08M* |
| CCCCCCCCCCCCCCSCC(=O)O | -5% | -1.2% | -1% | i | -2.7% | -3% | -1% | 21% | -0.5% | -7% | i |
| C/C(=C\C1CCCCC1)C(NC(=O)c1ccc(C(F)(F)F)cc1)c1ccc(-c2ccccc2)cc1 (configuration not stated) | -1% | 1.5% | 3% | · | -1.4% | · | · | · | 2.9% | 8% | · |
| NC(=O)c1oc2ccccc2c1NC(=O)c1nc2ccccc2s1 | -6% | 4.1% | -3% | 4.2e-08M* | -0.2% | -7% | 1% | -26% | -1.7% | 5% | 4e-08M* |
| O=C1OCCC1Sc1nnc(-c2ccco2)o1 (configuration not stated) | 1% | 0.9% | -4% | i | 1.3% | 9% | 6% | -5% | -3.5% | 1% | i |

Screening data deposited in PubChem BioAssay by National Center for Advancing Translational Sciences (NCATS).
